Screens from PubChem BioAssay.
CFTR F508del cor: F508del CFTR correction, initial screen, CFBE line, single point; AID 720511, 2013; hit rate 0.36% among 350,000; CFBE cells, YFP halide quenching; stimulated with forskolin plus potentiator P3; % fluorescence drop versus neutral controls; activity (quench increase), % at 7.58 µM;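 active = mean added fluorescence quench of at least 8% versus neutral control, with both replicates also reaching 8%; inconclusive = only one of the mean or replicate conditions met; inactive = mean below 8% and not both replicates reaching 8%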;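 note: cells transiently co-express mutant CFTR-F508del with the halide-sensitive YFP; corrector assay measuring rescue of mutant channel to the surface after 24 h compound exposure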
DENV2 CPE: inhibitors of DENV2 cytopathic effect, primary screen, cell-based, plate reader, single concentration; DENV2-infected cells, cytopathic effect rescue; CPE inhibition, % at 9.99 µM; hit rate 1.7% among 350,000; in the data active = CPE inhibition above about 20%, passing the limit was not always enough; inconclusive = no clear call, values can overlap the other calls; tested in BHK-21 cells;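 note: 0% = median of neutral control wells and 100% = median of positive control wells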
EWS-Fli block: EWS/Fli-driven NR0B1 reporter inhibitors, primary screen, A673 cells, NR0B1 luciferase, luminescence, MLPCN library. viability-normalised. inhibition, % at 12.6 µM. hit rate 0.67% among 350,000. AID 651661, 2012;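 active = mean inhibition of at least 50% after viability correction, with every replicate also passing that limit; inconclusive = mean reaches 50% but only one of two replicates passes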;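 note: firefly luciferase signal divided by Alamar Blue viability fluorescence both relative to DMSO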
FN deposit inh: inhibitors of fibronectin matrix deposition, primary screen, AH1F cells, Alexa488-fibronectin fluorescence, plate reader; AH1F fibroblasts, overnight; inhibition, % at 12.6 µM; hit rate 0.086% among 350,000;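 active = mean inhibition across replicates of 30% or more, regardless of how many single replicates reach that level; inconclusive = mean under 30% yet at least half of replicates reach 30%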;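 note: positive control wells lacked labelled fibronectin entirely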
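Test system: AH1F fibroblast monolayer depositing Alexa488-labelled fibronectin into matrix. Input: 10000 cells per well. Technique: fluorescence, ex 485 nm, em 525 nm. Buffer or medium: DMEM plus 2% serum, read in PBS. Timing: 1 h cell adhesion before compound, then overnight fibronectin incubation. Compound: single dose, pinned. Read-out basis: inhibition from reduced deposited-fibronectin fluorescence.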
GSIS activator: GLuc luminescence reporter in INS-1E cells, primary screen for activators of glucose-dependent secretion of insulin; activation, % at 16.6 µM; hit rate 0.61% among 370,000; INS-1E GLuc reporter insulin secretion, 2-3 h;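 active = lowest replicate activation of at least 40%, so every replicate reaches that level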;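 note: 0% = median of neutral control wells and 100% = median of IBMX positive control wells; some compounds called inactive have numbers as strong as hits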
miR-122 sensor: miR-122 Renilla sensor signal increase in Huh7, primary screen, miR-122 inhibitor project, cell-based, single point, plate reader; Huh7 miR-122 Renilla luciferase sensor, 48 h; neutral wells = 0, positive control = 100; activation (reporter increase), % at 12.5 µM; hit rate 0.3% among 340,000;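 active = mean replicate activation score at least 90 and every replicate individually at or above 90; inconclusive = only one of the two criteria met; inactive = neither criterion met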;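 note: higher luciferase means less miR-122 activity so hits act as miR-122 inhibitors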
PAX8 reporter: inhibitors of PAX8-driven TPO luciferase reporter, primary screen, RMG-I cells, single concentration; SteadyGlo, 24 h; inhibition, % at 12.6 µM; hit rate 1.2% among 360,000; AID 652154, 2013;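 active = mean replicate inhibition at least 60% with every replicate also reaching 60%; inconclusive = only one of the two criteria is met; inactive = mean below 60% and not all replicates reaching 60%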;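 note: luciferase light reporting Pax8 driven TPO promoter activity; plate controls were median of neutral control wells for no effect and mitoxantrone controls for full effect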
Active calls of the source: *; ? = inconclusive; . = not tested or not shown; [ ] = remark or other dose.

SMILES | CFTR F508del cor | DENV2 CPE | EWS-Fli block | FN deposit inh | GSIS activator | miR-122 sensor | PAX8 reporter
c1cn2c(Nc3ccc4c(c3)OCCO4)c(-c3ccc(N4CCOCC4)cc3)nc2cn1 | 1.4 | 0 | -36 | 3 | . | . | -60
CCCN1CCC(=O)N([C@H](COc2ccccc2)c2ccccc2)CC1 | 0.8 | -2 | 8 | -1 | -15 | 6 | 15
Cc1cc(=O)oc2cc(OC(=O)C3CCN(C(=O)c4ccc(F)cc4)CC3)ccc12 | 0.7 | 8 | 3 | 10 | 13 | . | -16
O=C([C@H]1[C@H](CO)[C@H]2Cn3c(cccc3=O)[C@@H]1N2CC1CCCC1)N1CCc2ccccc2C1 | -0.9 | 1 | -4 | . | 1 | 0[16.7 µM] | .
CCCCCCCCCC(=O)NNC(=O)c1c(O)c2ccccc2n(CC)c1=O | -1.3 | -6 | 14 | 1 | -8 | -2 | 8
N#CCSc1ccsc1C(=O)Nc1ccc(F)cc1 | . | . | . | -8 | 11 | 5 | .
COc1ccc(C(=O)c2oc3ccc(OC)cc3c2N)cc1 | 7.4 | 14 | -79 | 4 | . | 4 | -285
OC(COc1ccc2cc(Br)ccc2c1)CN1CCCC1 (centres undefined) | 1.0 | . | -79 | . | 9 | -1 | .
CCCc1[nH]nc2c1C(c1ccc(OC)cc1OC)C(C#N)=C(N)O2 (centres undefined) | . | . | . | -5 | . | 5 | 13
CO[C@H]1CC[C@@H]2CCOc3ccc(C#N)cc3C(=O)N(C)C[C@@H](OC)[C@H](C)C(=O)N(C)C[C@@H]1O2 | . | -1 | -2 | 0 | 5 | . | 3
COc1cc(OC)c(OC)cc1CN1CCCC(C(=O)c2ccccc2SC)C1 (centres undefined) | -0.5 | 5 | -7 | 19 | -4 | . | -28
Cc1cccc(CC(=O)NC2CCN(C)CC2)c1 | 2.7 | 5 | 4 | -3 | 3 | -1 | -2
CCOP(=O)(OCC)/C(=N/OC(=O)c1ccc(OC)cc1)C(N)=O | -0.7 | -3 | 5 | -6 | -26 | 12 | -12
CC(C)NC(=O)N1CC(=O)N2[C@H](C1)[C@@H](c1ccc(C#CCN(C)C)cc1)[C@@H]2CO | 3.0 | 11 | -7 | . | 6 | . | -18
CCOc1ccc(CC(=NCCO)C2=C(O)CC(C)(C)CC2=O)cc1OCC | . | . | 3 | -7 | 3 | . | -18
CCC(=O)N1CC(=O)N2[C@@H](CO)[C@H](c3ccc(C#Cc4cccnc4)cc3)[C@@H]2C1 | 0.0 | 1 | -8 | . | 1 | . | -14
O=C(CCc1nc(-c2ccccc2Cl)no1)NCc1ccco1 | -1.1 | 7 | -2 | . | 7 | 3 | -12
CCC1(C)Cc2ccccc2-c2nc(NCCO)n(-c3ccc(C)cc3)c(=O)c21 (centres undefined) | . | . | . | 4 | . | 4 | -44
COCC(C)NS(=O)(=O)c1ccc(C(=O)NC(Cc2ccccc2)c2ccccc2)cc1 (centres undefined) | 1.4 | 0 | -3 | -5 | -8 | . | 7
COc1ccc(OC)c(NC(=O)CSc2nnnn2-c2ccc3c(c2)OCO3)c1 | -2.8 | -2 | 9 | . | 3 | . | .
O=C(N[C@H]1CC[C@@H](CCn2cc(C3(O)CCCC3)nn2)O[C@@H]1CO)C1CC1 | 0.4 | 4 | 3 | . | 12 | . | 1
COc1ccc(/C=C(\NC(=O)c2cccs2)C(=O)Nc2cccc3ccccc23)cc1OC | . | . | . | . | -15 | -1 | -19
CC(C)(C)Nc1nc(NC(C)(C)C)nc(-n2ccnc2)n1 | . | . | . | 4 | . | -3 | 3
Cc1cc(C)cc(CC2CC(=O)N(c3cc(C)ccc3C)C2=O)c1 (centres undefined) | -2.6 | 0 | 6 | -5 | -1 | . | 4
C/C(=N/Nc1ccccc1[N+](=O)[O-])c1ccc(C)c([N+](=O)[O-])c1 | -1.0 | 8 | -26 | 1 | 14 | . | -6

Quoted at random: 5 compounds from above
SMILES | CFTR F508del cor | DENV2 CPE | EWS-Fli block | FN deposit inh | GSIS activator | miR-122 sensor | PAX8 reporter
OC(COc1ccc2cc(Br)ccc2c1)CN1CCCC1 (centres undefined) | 1.0 | . | -79 | . | 9 | -1 | .
CO[C@H]1CC[C@@H]2CCOc3ccc(C#N)cc3C(=O)N(C)C[C@@H](OC)[C@H](C)C(=O)N(C)C[C@@H]1O2 | . | -1 | -2 | 0 | 5 | . | 3
CCCCCCCCCC(=O)NNC(=O)c1c(O)c2ccccc2n(CC)c1=O | -1.3 | -6 | 14 | 1 | -8 | -2 | 8
N#CCSc1ccsc1C(=O)Nc1ccc(F)cc1 | . | . | . | -8 | 11 | 5 | .
CCC1(C)Cc2ccccc2-c2nc(NCCO)n(-c3ccc(C)cc3)c(=O)c21 (centres undefined) | . | . | . | 4 | . | 4 | -44

(list continues)
SMILES | CFTR F508del cor | DENV2 CPE | EWS-Fli block | FN deposit inh | GSIS activator | miR-122 sensor | PAX8 reporter
COC(=O)c1cn(CC(=O)N2CCOCC2)nn1 | -2.0 | -3 | 8 | . | . | . | 12
CCC(=O)Nc1ccc(NC(=O)CSc2nnnn2-c2ccc3c(c2)OCCO3)cc1 | -0.2 | 2 | 7 | -5 | 6 | . | 5
CCOc1cccc(/C=N/N=C/c2cccc(OCC)c2O)c1O | -1.6 | -1 | 1 | 2 | -6 | -4 | -20
CC1CN(C(=O)CCC(=O)N2CCOCC2)c2ccccc2O1 (centres undefined) | 0.4 | -7 | -8 | 1 | . | -3 | -9
O=C(C[C@@H]1C[C@@H]2c3cc(NC(=O)Nc4ccccc4)ccc3O[C@@H]2[C@H](CO)O1)NCc1ccncc1 | 2.9 | -4 | -5 | 5 | 10 | -6[16.7 µM] | 2
Nc1nnc(SCCCC(=O)c2ccc(F)cc2)s1 | -0.7 | -5 | -8 | 1 | -2 | . | 37
COc1ccc(NC(=O)C2(C)Cc3c(-c4ccc(C(N)=O)cc4)ccnc3O2)cc1 (centres undefined) | -0.7 | -4 | 9 | 5 | . | -1 | -15
CNC(=O)C[C@H]1CC[C@H]2[C@@H](COc3ccc(NC(=O)c4ccc(F)c(F)c4)cc3C(=O)N2C)O1 | -2.4 | 52* | 2 | 8 | -3 | 0[16.7 µM] | -5
COCCNc1ncnc2c1ncn2[C@H]1CN(CCN2CCOCC2)C[C@@H](CO)O1 | 1.0 | -4 | -4 | 9 | . | 0 | 2
CCCCn1c(N)c(N(CC)C(=O)c2ccc(N(C)S(=O)(=O)c3ccc(C)cc3)cc2)c(=O)[nH]c1=O | -2.3 | ? | -11 | 0 | -4 | . | -3
COc1ccc2c3c([nH]c2c1)[C@@H](CO)N(C(=O)C1CCCC1)CC31CN(Cc2cccc(F)c2)C1 | -0.4 | -7 | -6 | . | -26 | . | .
Cc1noc(C)c1NC(=O)N(C)C[C@@H]1OCCCC[C@H](C)Oc2ccc(NS(=O)(=O)c3ccccc3)cc2C(=O)N([C@@H](C)CO)C[C@H]1C | 1.8 | ? | -13 | 4 | -6 | -1[16.7 µM] | -40
Cc1cc(C(=O)CCC(=O)N(C)CC(=O)Nc2ccc(OC(F)(F)F)cc2)c(C)s1 | 2.4 | -4 | -1 | . | -34 | -10 | 12
NS(=O)(=O)c1ccc(NC(=O)/C(=C/c2ccncc2)NC(=O)c2ccccc2)cc1 | 2.3 | 1 | 8 | 2 | 13 | . | 6
CCCS(=O)(=O)C(=C1Nc2ccccc2N1)S(=O)(=O)CCC | . | . | . | 2 | -3 | 1 | 2
Cc1ccc2nc3c(cc(C(=O)NCCCn4ccnc4)n3C)c(=O)n2c1 | . | . | . | 1 | . | -4 | -7
CCOC(=O)c1ccc2c(c1)nc(SC(C)C(=O)NCC1CCCO1)n2CC (centres undefined) | 1.3 | 3 | 2 | 8 | -1 | . | 1
COc1cccc(C(=O)Nc2ccc3c(c2)OC[C@H](C)N(C)C[C@H](C)[C@@H](OC)CN(C)C3=O)c1 | -2.3 | 4 | . | 7 | 3 | . | -5
COc1ccccc1NC(=O)COC(=O)CC(C)(C)CC1=NS(=O)(=O)c2ccccc2N1 | -2.3 | -5 | . | 2 | 2 | 70 | 23
COC(=O)[C@H](Cc1ccccc1)N1CC2=CCCC=C[C@H]2[C@@H]1[C@@H](O)Cc1ccccc1 | 0.0 | -8 | 3 | . | . | . | .
O=C(C[C@H]1CC[C@@H]2[C@H](COC[C@@H](O)CN2S(=O)(=O)c2ccccc2Cl)O1)NCc1ccccc1Cl | -0.4 | 3 | 5 | 6 | -11 | 8[16.7 µM] | 23
Nc1nc(Br)c2c(F)cccc2c1-c1ccc(F)cc1 | -2.4 | 9 | 1 | . | -7 | 19 | .
COc1ccc(NC(=O)COc2ccccc2C(=O)NCC(c2ccccc2)N(C)C)cc1Cl (centres undefined) | -1.6 | 3 | 17 | 2 | -21 | -4 | 20
CO[C@@H]1CN(C)C(=O)c2cc(NS(=O)(=O)c3ccc(C)cc3)ccc2OC[C@@H](C)N(Cc2nccs2)C[C@@H]1C | -2.4 | 13 | 5 | -10 | -18 | . | 23
CCOc1ccc(-c2nnc(-c3cccs3)o2)cc1OCC | . | . | . | . | 15 | 4 | -152

Remaining list, next part:
SMILES | CFTR F508del cor | DENV2 CPE | EWS-Fli block | FN deposit inh | GSIS activator | miR-122 sensor | PAX8 reporter
COc1ccc(C2CCCCC2SCC(=O)O)cc1OC (centres undefined) | -2.3 | 0 | -3 | . | 0 | . | 2
CO[C@H]1CN(C)C(=O)c2cc(NC(C)=O)ccc2OC[C@H](C)N(C(=O)CC2CC2)C[C@H]1C | -1.8 | 1 | -3 | 1 | 1 | 14[16.7 µM] | .
CCOC(=O)C1=C(CSc2nc3ccccc3s2)NC(=O)NC1c1cccc([N+](=O)[O-])c1 (centres undefined) | 1.3 | -5 | 13 | . | -15 | . | .
S=C(NCCc1ccccc1)Nc1cnc2ccccc2c1 | -1.5 | -5 | -64 | -7 | -9 | 8 | -76
C#CCN(CC=C)C(=O)C1CCC(=O)N(CCCc2ccccc2)C1 (centres undefined) | . | -2 | -21 | -7 | . | -2 | 1
CC(C)CCNC(=O)c1onc(CSc2ccc(F)cc2)c1C(=O)NCCC(C)C | 2.4 | -1 | 11 | 0 | 2 | 0 | 14
CCc1ccccc1Nc1nc(N)nc(CSCC(=O)Nc2ccc(C)c(C)c2)n1 | 0.0 | 2 | 0 | 19 | -17 | -4 | -14
COc1ccccc1-c1ccc([C@@H]2C[C@H]3[C@@H](CN2)CON3C)cc1 | 2.2 | -12 | 2 | -1 | 6 | 6 | -4
CCOc1ccccc1OCC(=O)Nc1nnc(COC)s1 | . | . | . | 5 | . | -1 | 3
Cc1noc(C)c1C(=O)OCC(=O)NCCc1ccccc1 | 1.2 | -6 | 0 | -1 | 5 | . | -2
Cc1cc(C)c2c(C)c(C(=O)NCc3ccc(S(N)(=O)=O)cc3)oc2c1 | 1.3 | 5 | 7 | 2 | 13 | -9 | 15
C[C@@H]1CCCCO[C@@H](CN(C)S(=O)(=O)c2cn(C)cn2)[C@@H](C)CN([C@H](C)CO)C(=O)c2cc(NS(=O)(=O)c3cn(C)cn3)ccc2O1 | 0.3 | -1 | -14 | -11 | 24 | 34[16.7 µM] | -18
CC(NCc1ccccc1Cl)C(=O)Nc1ccc(C#N)cc1 (centres undefined) | 1.7 | 8 | 1 | -1 | -35 | 7 | -20
COCC#Cc1ccc2c(c1)O[C@@H](CN(C)S(=O)(=O)c1cccc(OC)c1)[C@H](C)CN([C@H](C)CO)S2(=O)=O | . | -5 | 36 | . | -7 | -3[16.7 µM] | 2
O=C(CCN1C(=O)S/C(=C/c2ccccc2)C1=O)Nc1ccc(C(=O)O)c(O)c1 | 2.1 | 5 | . | 8 | 5 | -5 | -29
